Bioassay records (PubChem)
RmlCD inh 1536 – M. tuberculosis RmlC/RmlD coupled enzyme inhibitors, primary screen, biochemical, compound mixtures, 384-well, from 1536-well plates; dTDP-4-dehydrorhamnose reductase (Mycobacterium tuberculosis (strain ATCC 25618 / H37Rv)) …; RmlC+RmlD coupled enzyme assay, percent inhibition; primary screen in compound mixtures; inhibition, % at 3.6 µM; 160,000 compounds, 0.03% hits; in the data active means inhibition mostly above about 34%, no sharp cut-off; further: some results filed as inactive read as strong as hits
Target sequence (P9WH09 whole entry, looked up): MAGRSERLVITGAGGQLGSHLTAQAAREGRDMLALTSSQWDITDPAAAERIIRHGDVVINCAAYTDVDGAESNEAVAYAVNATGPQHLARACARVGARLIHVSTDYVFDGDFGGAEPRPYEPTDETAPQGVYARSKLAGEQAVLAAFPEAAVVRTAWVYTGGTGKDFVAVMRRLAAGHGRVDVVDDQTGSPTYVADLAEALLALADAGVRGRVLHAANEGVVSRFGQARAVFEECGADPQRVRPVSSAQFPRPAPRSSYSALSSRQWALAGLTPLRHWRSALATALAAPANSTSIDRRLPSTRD
Target sequence (P9WH11 whole entry, looked up): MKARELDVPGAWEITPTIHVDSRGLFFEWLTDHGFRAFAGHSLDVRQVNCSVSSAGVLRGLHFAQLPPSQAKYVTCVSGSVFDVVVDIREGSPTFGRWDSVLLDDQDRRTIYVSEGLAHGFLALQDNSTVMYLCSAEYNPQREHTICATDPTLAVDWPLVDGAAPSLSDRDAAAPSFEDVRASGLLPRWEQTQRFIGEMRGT
GlmU inhibition – inhibition of mycobacterial GlmU enzyme – biochemical, glucosamine-1-phosphate acetyltransferase (AID 1376). Bifunctional protein GlmU (Mycobacterium tuberculosis (strain ATCC 25618 / H37Rv)). M. tuberculosis GlmU acetyltransferase enzyme assay; higher % means a stronger effect. one-dose inhibition, %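 (tested at 30 µM in the primary screen)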; IC50 in µM for titrated hits. 220,000 compounds, 0.25% hits; in the data active means inhibition above about 13%;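 further: 0% = complete reaction with vehicle and 100% = reaction without substrate; strong numbers were not always called active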
An asterisk follows results filed as active; nt = no result given; & = joins results of further samples.

Start of the data: the first six compounds, ahead of the listing:
canonical_smiles | RmlCD inh 1536 | GlmU inhibition
Cc1cc(Cl)ccc1OC(C)C(=O)N1CCCN(C(=O)C(C)Oc2ccc(Cl)cc2C)CC1 (centres undefined) | 4 | 1.5%
c1ccc2c(N3CCCC3)nc(-c3ccncc3)nc2c1 | nt | -2.3%
COC(=O)/C=C/c1ccsc1NC(C)=O | -2 | 4.9%
COCCn1c(C)cc(C(=O)CSc2nc3nc(C)cc(C)n3n2)c1C | 2 | 0.2%
COc1ccc(/C=C2\NC(=S)N(CC3CCCO3)C2=O)c(OC)c1 (centres undefined) | nt | -0.1%
CCOC(=O)Nc1ccc(OC)c([N+](=O)[O-])c1 | -13 | -4.0%

The listing, from the first entry:
canonical_smiles | RmlCD inh 1536 | GlmU inhibition
Cc1cc(Cl)ccc1OC(C)C(=O)N1CCCN(C(=O)C(C)Oc2ccc(Cl)cc2C)CC1 (centres undefined) | 4 | 1.5%
c1ccc2c(N3CCCC3)nc(-c3ccncc3)nc2c1 | nt | -2.3%
COC(=O)/C=C/c1ccsc1NC(C)=O | -2 | 4.9%
COCCn1c(C)cc(C(=O)CSc2nc3nc(C)cc(C)n3n2)c1C | 2 | 0.2%
COc1ccc(/C=C2\NC(=S)N(CC3CCCO3)C2=O)c(OC)c1 (centres undefined) | nt | -0.1%
CCOC(=O)Nc1ccc(OC)c([N+](=O)[O-])c1 | -13 | -4.0%
CSc1c(CC(=O)Nc2ccccc2C(F)(F)F)n(Cc2ccccc2)c2ccccc12 | -6 | 2.5%
CCC(=O)c1c[nH]c(C(=O)N2CCN(c3ccccc3)CC2)c1 | 9 | -1.5%
c1ccc2sc(-c3ccncc3)nc2c1 | 14 | 1.5%
C/C(CC(=O)Nc1cccc2c1CCCC2)=N\NC(=O)c1ccccc1N | nt | 0.8%
CCOc1cc(C2NCc3ccccc3-n3cccc32)ccc1O (centres undefined) | 2 | nt
COc1ccc(C2=CC(=O)OC(C)(c3ccccc3)O2)cc1 (centres undefined) | -13 | 1.6%
O=C(Cc1ccccc1)Nc1ccc(C(=O)O)cc1 | 4 | 8.0%
CCOC(=O)N1CCN(C(=O)c2ccc(N(Cc3ccc(C)cc3)S(C)(=O)=O)cc2)CC1 | -4 | 1.6%
O=C(NC(N1CCOCC1)C(Cl)(Cl)Cl)c1ccc(Br)cc1 (centres undefined) | 3 | -2.7%
COc1ccc(CC(=O)O/N=C(\N)Cc2cccc3ccccc23)cc1OC | 5 | -2.5%
Cc1ccc(N(Cc2cc3ccccc3[nH]c2=O)S(=O)(=O)c2ccccc2)cc1 | 7 | 1.5%
CSc1nc(N2CCOCC2)c2c3c(sc2n1)CCCC3 | 8 | 1.9%
C=CCN1C(=O)NC(c2ccccc2)(C(F)(F)F)S/C1=C(\C#N)c1nnc(N2CCOCC2)n1-c1ccccc1 (centres undefined) | nt | -1.9%
COCCNCc1ccc(C(C)C)cc1 | -10 | -0.4%
O=C1NC(=O)/C(=C/c2ccc(N3CCOCC3)o2)N1 | -6 | 7.2%
Cc1cc(C)c[n+](-c2nc3ccccc3nc2C(=C=[N-])C#N)c1 | -7 | 1.9%&-2.3%
O=C(CSc1nc2ccccc2c(=O)n1CCC(=O)N1CCN(c2ccccc2)CC1)NCC1CCCO1 (centres undefined) | 0 | 2.0%
O=C(c1ccc(Oc2ccccc2)cc1)C1CCCN(C(=O)c2cnccn2)C1 (centres undefined) | nt | 3.2%
CCOC(=O)c1sc(C)c2c1NC(C)(c1cccc3ccccc13)NC2=O (centres undefined) | -15 | 1.0%
Cn1c(=N)n(CC(=O)c2cccs2)c2ccccc21 | nt | 0.0%
CNC(=S)N/N=C(\C)c1ccc(N2CCOCC2)cc1 | 13 | -5.0%
CC1(C)C(c2ccco2)=[N+]([O-])C2(CCCCC2=O)N1O (centres undefined) | nt | 1.4%
O=C(Nc1ccc(-c2nc3ccccc3s2)cc1)c1cc(-n2cnnc2)ccc1Cl | nt | -2.0%
CC(C)CC(NS(=O)(=O)c1ccc2c(c1)oc(=O)n2C)C(=O)N1CC=C(c2ccccc2)CC1 (centres undefined) | 4 | 4.2%
Cc1cc(C)n(CC(=O)N/N=C/c2ccc(C)o2)n1 | nt | -4.9%
Cc1ccc(-n2c(Cc3cccn3C)nnc2SCC(=O)NCc2ccco2)cc1 | 2 | 0.2%
O=C(NCc1cccs1)C1CCCN1C(=O)NC1CCCCC1 (centres undefined) | 0 | 1.7%
COCc1cc(=O)n2[nH]c(-c3ccccc3)cc2n1 | 10 | 6.0%
O=c1[nH]cc(C(F)(F)F)cc1NS(=O)(=O)c1ccccc1[N+](=O)[O-] | -3 | 5.5%
O=C(Nc1ccccc1NC(=O)c1ccco1)c1ccco1 | nt | 1.5%
CCOc1cc2[nH]c(=S)n(CCCN(CC)CC)c(=O)c2cc1OCC | -2 | -7.5%
COc1cccc(/C=N/n2c(-c3cc(C)[nH]n3)n[nH]c2=S)c1O | -8 | 6.2%
O=S(=O)(c1cccc(S(=O)(=O)N2CCC(N3CCCCC3)CC2)c1)N1CCOCC1 | nt | -0.1%
NS(=O)(=O)c1ccc(CCNC(=O)c2cc(-c3cc(Cl)ccc3O)n[nH]2)cc1 | -6 | 3.2%
O=C(O)C1CCCCN1S(=O)(=O)c1cccc2nsnc12 (centres undefined) | 11 | 0.5%
Cn1c(/C=N/O)nc2ccccc21 | 0 | -3.7%
CCCCCCCCNC(=O)/C(C#N)=C/c1ccc2c(c1)OCCO2 | -8 | 0.3%
CCCCCCCCNc1nc(Cl)nc(NCCN2CCOCC2)n1 | nt | -0.5%
CSc1ccc(/C=N/NC(=O)c2cc(O)cc(O)c2)cc1 | -4 | -0.6%
CC(=O)c1ccc(NC(=O)Nc2ccc(NS(=O)(=O)c3ccc(C)cc3)cc2)cc1 | 16 | -1.9%
C[C@H]1CC[C@]2(O[C@H](CCO)C[C@@H](O)[C@@H]2O)O1 | nt | -3.3%
OCCOCCn1c2ccccc2c2ccccc21 | nt | 1.4%
COc1cc(Cl)c(C)cc1NC(=O)CNC(C)c1ccccc1OC (centres undefined) | 7 | 2.8%
Cc1ccc(Nc2nc(C(=O)NCCCN3CCOCC3)cs2)cc1 | -7 | -0.6%
O=S(=O)(c1cccc(F)c1)N1CCc2sccc2C1c1ccc(OC(F)(F)F)cc1 (centres undefined) | -6 | 1.7%
CC(=O)N1CCN(S(=O)(=O)c2cccc(C(=O)Nc3ccccc3N3CCOCC3)c2)CC1 | 3 | -4.5%
Cc1ccc(C)n1NC(=O)c1ccc(Cl)cc1Cl | nt | 1.2%
Cc1ccc2c(Cl)cc(Cl)c(OCC(=O)NC3CCS(=O)(=O)C3)c2n1 (centres undefined) | 3 | -3.8%
NC(=O)CSc1nc(C2CC2)nc2sc3c(c12)CCCC3 | -1 | 3.8%
CC(=O)N1CCc2ccc(S(=O)(=O)N3CCN(C)CC3)cc21 | -8 | 0.5%
CNC(=O)C1CC(=O)N(Cc2ccccc2)C(=Nc2ccc(OC)cc2)S1 (centres undefined) | 58 | 1.3%
COCCN1C(=O)C(=O)/C(=C(/O)c2ccc(S(=O)(=O)N3CCOCC3)cc2)C1c1ccc(C(C)C)cc1 (centres undefined) | nt | -0.1%
COCCNC(=O)/C(C#N)=C\c1ccc(CNS(=O)(=O)c2ccccc2)o1 | 3 | -1.6%
COC(=O)Cc1cc(=O)[nH]c(/N=C(\N)Nc2ccc(C)cc2)n1 | -6 | 5.3%

Further records
canonical_smiles | RmlCD inh 1536 | GlmU inhibition
C=CCN1C(=O)NC(=O)C(Cc2ccc(OC)c(OC)c2)C1=O (centres undefined) | 2 | -0.4%
O=C(OC1CCOC1=O)c1cncc(Br)c1 (centres undefined) | 3 | 5.8%
Cc1ccc(S(=O)(=O)N2CCOCC2)cc1NC(=O)COC(=O)CCC(=O)c1cccs1 | 5 | 2.9%
Oc1c(Cl)cc(Cl)cc1/C=C/c1ccc2cccc(O)c2n1 | -1 | 1.4%
NC(=O)C1CCN(c2ncnc3c2c(-c2ccccc2)cn3-c2ccccc2)CC1 | nt | -1.4%
CC(C)OC(=O)c1c(N)n(Cc2ccco2)c2nc3ccccc3nc12 | 10 | 2.4%
CCN(CC)c1ccc(/C=C2\C(=O)N(c3nnc(C)c(=O)[nH]3)N=C2C)cc1 | -8 | 1.7%
CC(OC(=O)CCCSc1nc2ccccc2s1)C(=O)NC(N)=O (centres undefined) | 7 | -1.1%
CC(C)(C)C1=CC(=O)C(N2CCOCC2)=CC1=O | 5 | 3.2%
Cn1nnnc1SC(C(=O)Nc1cccc(C(F)(F)F)c1)c1ccccc1 (centres undefined) | 1 | 3.3%
COc1ccc(/C=N/N2CCOCC2)cc1COc1ccc(Cl)cc1 | -10 | -0.1%
Cc1nn(-c2ccccc2)c2c1C(c1ccc(O)c(O)c1)N1C(=N2)C(Nc2ccccc2)=Nc2ccccc21 (centres undefined) | nt | -3.4%
COc1ccc(CNC(=O)/C=C/c2ccccc2[N+](=O)[O-])cc1 | 8 | 0.3%
CNc1ccccc1C(=O)OCC(C)=O | nt | 3.6%
O=C(COC(=O)Cn1cnc2ccccc21)Nc1cccc([N+](=O)[O-])c1 | 4 | 4.3%
O=S(=O)(c1ccccc1)c1cc(O)ccc1O | -11 | 13%*
CCOC(=O)c1c(C)c(C(=O)N2CCCCCC2)c(C)n1CC | -5 | 1.7%
COc1ccc(/C=N/NC(=O)c2cc(-c3ccc(C)cc3C)nc3ccccc23)cc1COC(C)=O | -2 | nt
CNc1ccn(C2CCCO2)c(=O)n1 (centres undefined) | nt | -4.2%
O=C(O)CC(SCC(=O)Nc1ccc(Br)cc1)C(=O)O (centres undefined) | -13 | -3.8%
COc1ccc(NC(=O)Cn2nnc(C(=O)NCCc3ccc(OC)c(OC)c3)c2N)cc1 | 21 | 1.6%
Cc1cc(Cl)c(S(=O)(=O)NC(C)C)cc1OCC(N)=O | -10 | 0.5%
CCCN(CCO)Cc1ccc(F)c(Br)c1 | nt | -0.9%
COc1cc2c(cc1OC)C(C)N(Cc1ccc3c(c1)OCO3)CC2 (centres undefined) | 6 | 1.9%
N#CCSc1ccsc1C(=O)Nc1ccc(F)cc1 | 6 | -3.7%
CC(C)n1c(=S)[nH]c2cc(Cl)ccc21 | -9 | -2.1%
O=C(N/N=C\c1ccncc1)c1ccccc1O | 6 | -2.8%
CCc1ccc(NC(=O)CSc2nc(O)cc(=O)n2C2CCCC2)cc1 | -15 | -3.6%
c1ccn2cc(-c3ccc4c(c3)OCO4)cc2c1 | -6 | 3.4%
COc1cccc(N(CC(=O)NCC2CCCO2)C(=O)CNS(=O)(=O)c2ccccc2)c1 (centres undefined) | nt | -0.4%
O=C(CCC(=O)Nc1nnc(C2CCCCC2)s1)NCc1ccccc1 | nt | -6.1%
COc1ccc(OCCn2cc(/C(N)=N/O)c3ccccc32)cc1 | 11 | 4.9%
COc1ccc(/C=N/NC(=O)CCSc2nc3ccccc3s2)cc1 | -4 | -4.4%
CSc1ncccc1C(=O)Nc1nc2ccc(F)cc2s1 | -12 | -0.9%
Cc1cc(C)c2nc(NNC(=O)c3ccc(S(=O)(=O)N4CCCCC4)cc3)sc2c1 | nt | -0.9%
CCOC(=O)c1c(C)c(C(=O)Nc2cc(OC)ccc2OC)c(C)n1CC | 4 | 1.8%
Cc1ccc(NS(=O)(=O)c2ccc(NC(=O)c3cccs3)cc2)cc1 | nt | -1.6%
Cc1cccc(NC(=S)N(CCCN2CCOCC2)Cc2cn(C)c3ccccc23)c1 | nt | 6.0%
CCOC(=O)CC(NC(=O)Cc1ccccc1)c1ccccc1Cl (centres undefined) | -13 | 4.3%
Cc1nn(-c2ccccc2)c(C)c1/C=N/NC(=O)CSc1nnc(SCc2cccc3ccccc23)s1 | 15 | -6.2%
O=C(Nc1cccnc1Cl)c1cccnc1Cl | -2 | 0.8%
CC(C)Oc1cccc(C(=O)NC(=S)NCc2cccnc2)c1 | 5 | 5.6%
CCNC(=S)NNC(=O)Cn1nc(C)cc1C | -9 | 1.4%
Cc1cc2cc3c(N)[nH]nc3nc2cc1C | -12 | 4.5%
CCN(CC(=O)Nc1cccc(OC)c1)CC(=O)Nc1ccc(C)cc1Cl | 9 | 6.5%
COCc1cc(=O)[nH]c(/N=C(\N)Nc2ccc(C)cc2C)n1 | nt | 1.4%
O=C(Nc1cccc(-c2cn3cccnc3n2)c1)c1ccco1 | nt | -0.9%
CN(C)C(=O)Oc1ccc(Cl)c2ccccc12 | nt | 0.5%
O=C1NCCCC1C(=O)N/N=C/c1ccccc1O (centres undefined) | 7 | -2.0%
Cc1nn(C)cc1C(C)NC(=O)c1cc(COc2c(F)cccc2F)on1 (centres undefined) | -7 | -1.6%
CC1CC(N(C(=O)c2ccc(Cl)cc2)c2ccccc2)c2ccccc2N1C(=O)c1ccco1 (centres undefined) | -6 | -0.1%
Cc1nn(C)c(C)c1S(=O)(=O)NC1CCCc2ccccc21 (centres undefined) | nt | 0.4%
CN(CCc1ccccn1)Cc1ccc(Cl)cc1 | 32 | 0.8%
O=C(COC(=O)C1=COCCO1)NCc1ccc(Cl)cc1 | 5 | 3.5%
Cc1ccc2c(c1)C1CCCC3C1N2CC(=O)N3Cc1ccccc1 (centres undefined) | 0 | -3.6%
Cc1nc(/C=C/c2ccccc2)[nH]c(=O)c1-c1ccccc1 | -1 | -4.2%

Laid out differently: 3 of the compounds above
O=C(O)C1CCCCN1S(=O)(=O)c1cccc2nsnc12 (centres undefined)
  RmlCD inh 1536 = 11
  GlmU inhibition = 0.5%

Cn1c(/C=N/O)nc2ccccc21
  RmlCD inh 1536 = 0
  GlmU inhibition = -3.7%

CCCCCCCCNC(=O)/C(C#N)=C/c1ccc2c(c1)OCCO2
  RmlCD inh 1536 = -8
  GlmU inhibition = 0.3%

Some of the compounds tested; rates above refer to the full screens.
